# PHOSPHO1 block: PubChem AID 1565; recombinant PHOSPHO1, absorbance phosphatase assay; inhibition, % at 13.3 µM; 290,000 tested, 1.1% active; in the data active = inhibition above about 60%
# Target sequence (Q8TCT1 whole entry, looked up): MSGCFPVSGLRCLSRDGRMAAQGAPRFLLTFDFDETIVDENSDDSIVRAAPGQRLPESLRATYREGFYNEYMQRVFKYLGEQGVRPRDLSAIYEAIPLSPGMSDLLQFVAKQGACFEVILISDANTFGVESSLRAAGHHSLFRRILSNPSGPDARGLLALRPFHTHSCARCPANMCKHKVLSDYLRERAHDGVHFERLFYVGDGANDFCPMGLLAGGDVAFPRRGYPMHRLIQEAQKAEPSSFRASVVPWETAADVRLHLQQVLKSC
# GPR7 antag: GPR7 receptor antagonists, primary screen, cell-based, fluorescence, single concentration | Neuropeptides B/W receptor type 1 (Homo sapiens), P48145 | GPR7-expressing cells, fluorescence antagonist assay | inhibition, % at 4.4 µM | 290,000 tested, 1.1% active; in the data active = inhibition above about 16%, passing the limit was not always enough;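 also: cells stimulated with the agonist NPW; 0% = agonist with vehicle and 100% = vehicle without agonist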
# MEKK2 WT-MEK5: modulators of MEK5 binding to wildtype MEKK2, primary screen, biochemical, multiplex bead flow cytometry, Alexa488-MEK5; AID 1531, 2009; 290,000 tested, 1.1% active; Alexa488-MEK5 binding to MEKK2 WT; actives lie on both sides; binding response (% of control), % at 10 µM; in the data active = binding response below about 67% or above about 130%
# MEKK2mut PB1 HTS: MEK5 binding signal on mutant MEKK2 PB1, primary screen, biochemical, multiplex bead flow cytometry, Alexa488-MEK5 | Alexa488-MEK5 binding to MEKK2 mutant | percent response, % at 10 µM | 290,000 tested, 0.35% active; in the data active = percent response above about 24%, passing the limit was not always enough; also: inactives centre near 1; some results filed as inactive read as strong as hits; reference of the scale not given here
# V1R ag counter: agonists of human V1a receptor, primary screen, counter-screen for OXTR agonist project, fluorescence, CHO-V1R cells. Vasopressin V1a receptor (Homo sapiens), P37288. Fluo-8 calcium fluorescence, agonist mode; 0% DMSO, 100% 3 nM vasopressin. activation, % at 3 µM. 320,000 tested, 0.25% active. AID 2797, 2010;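 active = activation above the mean activation of all tested compounds plus 3 SD, per screening run, cut at about 20% in these data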;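 also: signal is peak over basal fluorescence ratio across a 100 second FLIPR read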
# Target sequence (P37288 whole entry, looked up): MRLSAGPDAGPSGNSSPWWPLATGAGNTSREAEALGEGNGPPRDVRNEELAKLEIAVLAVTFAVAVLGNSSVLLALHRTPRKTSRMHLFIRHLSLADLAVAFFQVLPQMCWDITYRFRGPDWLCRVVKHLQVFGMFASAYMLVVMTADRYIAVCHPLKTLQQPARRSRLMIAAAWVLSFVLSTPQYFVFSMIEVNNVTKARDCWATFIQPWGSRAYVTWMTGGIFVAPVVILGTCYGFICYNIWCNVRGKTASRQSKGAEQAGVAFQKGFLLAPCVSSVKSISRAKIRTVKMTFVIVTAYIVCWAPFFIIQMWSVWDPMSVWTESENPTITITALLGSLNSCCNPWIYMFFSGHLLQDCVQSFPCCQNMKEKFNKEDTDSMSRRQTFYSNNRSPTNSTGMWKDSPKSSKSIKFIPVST
# GalR3 antag: GalR3 antagonists in HEK293 cells, primary screen, cell-based, fluorescence readout | Galanin receptor type 3 (Homo sapiens), O60755 | 360,000 tested, 0.44% active | HEK293 GalR3-CNG cAMP membrane potential fluorescence; galR3 body fused to GalR1 C-terminus | inhibition, % at 3 µM;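 active = inhibition above the screen-wide average plus 3 SD, cut at about 13% in these data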;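 also: forskolin and galanin both at EC90 stimulate the cells; cAMP rise reported by CNG channel membrane potential dye signal; 0% = forskolin plus galanin with DMSO and 100% = forskolin alone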
# MEKK3 PB1 HTS: modulators of MEKK3-MEK5 PB1 binding, primary screen, biochemical, wildtype MEKK3, multiplex bead flow cytometry, Alexa488-MEK5; Mitogen-activated protein kinase kinase kinase 3 (Homo sapiens), Q99759; bead-based flow cytometry, Alexa488-MEK5 binding to MEKK3; actives lie on both sides; 0 = blocked by unlabeled MEK5, 100 = vehicle; binding response (% of control), % at 10 µM; 290,000 tested, 1.4% active;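 active = binding response more than 3 SD above or below the average of its plate-row segment, actives on both sides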;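 also: Alexa488 bead fluorescence after subtracting the streptavidin-only scavenger bead signal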
# NALP1 inh: NALP1 inflammasome inhibitors in reconstituted yeast, colorimetric, S. cerevisiae, triplicate retest; S. cerevisiae NALP1/ASC/caspase-1 growth, X-gal OD620, 72 h; inhibition, % at 10 µM; 280,000 tested, 0.61% active; in the data active = inhibition mostly above about 24%, no sharp cut-off; inactive = mostly below about 32%; also: some compounds called inactive have numbers as strong as hits
# OXTR ag: human OXTR agonists, primary screen, fluorescence, CHO-OTR cells, Fluo-8 calcium | Oxytocin receptor (Homo sapiens), P30559 | Fluo-8 calcium fluorescence; normalized: DMSO 0%, oxytocin 100% | activation, % at 3 µM | 320,000 tested, 0.32% active;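 active = activation above the mean of all tested compounds plus 3 SD, cutoff set per screening run, cut at about 20% in these data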;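 also: peak over basal fluorescence ratio from a 100 s FLIPR kinetic read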
# Target sequence (P30559 whole entry, looked up): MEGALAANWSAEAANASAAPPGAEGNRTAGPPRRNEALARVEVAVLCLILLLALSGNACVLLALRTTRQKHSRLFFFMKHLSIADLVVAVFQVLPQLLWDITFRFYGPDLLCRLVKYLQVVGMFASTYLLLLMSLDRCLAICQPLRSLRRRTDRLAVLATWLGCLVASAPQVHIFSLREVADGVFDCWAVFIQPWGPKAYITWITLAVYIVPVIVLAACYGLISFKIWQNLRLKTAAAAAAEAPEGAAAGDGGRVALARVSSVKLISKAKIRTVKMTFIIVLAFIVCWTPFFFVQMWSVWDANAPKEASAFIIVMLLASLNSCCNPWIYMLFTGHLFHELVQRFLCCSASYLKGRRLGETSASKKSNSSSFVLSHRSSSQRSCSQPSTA
# Starred values were filed as active, the others as inactive; · = not tested or not shown.
no.	mol	PHOSPHO1 block	GPR7 antag	MEKK2 WT-MEK5	MEKK2mut PB1 HTS	V1R ag counter	GalR3 antag	MEKK3 PB1 HTS	NALP1 inh	OXTR ag
1	C=CCn1c(C23CC4CC(CC(C4)C2)C3)n[nH]c1=S	-122	-2	96	-7	·	-6	97	-1	·
2	CCSC1=C(C#N)C(c2ccccc2OC)CC(=O)N1 (configuration not stated)	-22	3	102	8	-1.0	-1	100	11	-0.3
3	CCOC(=O)C1CCN(S(=O)(=O)c2ccc(NC(C)=O)c(Cl)c2)CC1	24	-10	125	23	3.9	2	126	22	1.0
4	Oc1c(C=Nc2ccccc2)sc2ccccc12	10	10	82	-15	1.6	-5	92	-9	1.5
5	O=C(O)CN1CCN(Cc2ccccc2Cl)C1=O	·	-3	112	6	0.3	-4	106	·	1.0
6	COc1ccc(C2CC(O)(c3ccccc3)Oc3c(C)ccc(C)c32)cc1 (configuration not stated)	16	·	92	-9	0.1	-3	98	·	-0.5
7	O=C(CSCc1cccc(CSCC(=O)Nc2ccc3ccccc3c2)n1)Nc1ccc2ccccc2c1	20	-14	·	·	4.8	-5	·	16	3.7
8	Cc1cc(C)c2c3c(cn2n1)c(=O)n(C)c(=O)n3C	·	0	97	-3	0.2	-2	98	·	-1.1
9	Cc1[nH]nc(SCC(=O)N(C)c2ccccc2)c1[N+](=O)[O-]	-8	16	95	-6	1.4	-4	97	11	0.7
10	Cc1ccc2ccc3cccnc3c2n1	·	-2	110	8	0.4	-8	110	·	0.4
11	NNC(=O)c1sc(-c2ccccc2)cc1N	4	-19	96	-1	-0.8	10	92	-6	-1.5
12	Cc1cc(C)n(CCNC(=O)CC2C(=O)NCCN2CC2CCCCC2)n1 (configuration not stated)	-1	1	106	-8	0.4	4	105	9	-0.3
13	CC1CCN(CCNC(=O)c2ccc(NC(=O)C3CCCO3)cc2)CC1 (configuration not stated)	4	7	103	0	0.7	-1	97	12	0.0
14	Cc1cc(C(=O)OCC(=O)Nc2cccc(S(=O)(=O)N(C)C)c2)c2ccccc2n1	40	2	99	-5	7.1	-7	106	8	4.0
15	CCCCNC(=O)Nc1c(C)cc(SC#N)cc1C	36	-6	105	8	1.9	-6	103	8	0.1
16	COc1cc(CNCCCCO)ccc1OCc1ccccc1F	11	-10	137	14	6.2	-3	103	-5	2.5
17	CCc1ccc(-n2c(=O)c3c(C)c(C(=O)N(C)C)sc3n(CC(=O)NCc3ccco3)c2=O)cc1	-10	2	109	6	0.7	-7	105	2	0.5
18	C=CCn1c(O)c(N=Nc2nc3ccccc3c(=O)n2-c2ccccc2)c2ccccc21	1	-3	89	-2	0.3	-9	98	28	-0.1
19	CCOC(=O)C1CCN(C(=O)CCCn2nc(C)c3c(C)n(-c4ccc(C)cc4)nc3c2=O)CC1	26	-20	103	2	1.4	1	98	13	-2.2
20	CC1(C)CC(CCNS(=O)(=O)c2ccccc2)(c2ccccc2)CCO1 (configuration not stated)	6	-1	107	3	-0.7	-3	107	38	-1.1
21	C=CCOC(=O)C(C#N)c1nc2ccccc2nc1N1CCN(Cc2ccccc2)CC1 (configuration not stated)	-34	-1	100	2	0.3	-2	99	18	-1.4
22	CSCCC(NC(=O)c1cc([N+](=O)[O-])cc([N+](=O)[O-])c1)c1nc2ccccc2[nH]1 (configuration not stated)	-9	-12	108	0	10	-3	93	-2	5.0
23	CC(C)OC(=O)CSc1nnc(-c2ccccn2)n1N	42	-12	98	-2	1.1	0	100	5	0.2
24	Cc1cc(C)n2c(SCC(=O)N(C)C3CCCCC3)nnc2n1	41	-12	104	5	0.3	-3	104	5	-0.4
25	COc1ccc(S(=O)(=O)N2CCOCC2)cc1NC(=O)COC(=O)c1ccc(C)s1	44	-12	92	-8	·	-4	98	-4	·
26	CCOC(=O)C1=C(C)S/C(=C\N(C)C)C1=O	3	5	102	6	1.0	-1	102	-11	-0.4
27	c1coc(C2=NCCc3ccccc32)c1	40	-10	101	9	0.4	-3	99	-8	0.9
28	COc1cccc(N2CCN(c3ccc(S(=O)(=O)N4CCCC4)cc3)CC2)c1	11	2	95	-2	·	-8	96	12	·
29	CCN(CC)CCn1cnc2c([nH]c3cccc(OC)c32)c1=O	10	-17	103	7	0.1	-3	106	24	0.1
30	COc1ccc(OC)c(S(=O)(=O)N2CCC(C(=O)N3CCCCCC3)CC2)c1	36	10	93	-6	3.5	-5	101	4	1.2
31	COc1cccc(CN(C)CC(=O)Nc2sc3c(c2C#N)CCC3)c1OC	17	-7	89	-3	3.6	-5	85	-1	3.9
32	O=C(Nc1ccnn1C1CCN(Cc2ccc3nonc3c2)CC1)c1cccc(F)c1	44	5	104	5	8.8	-3	100	-2	7.6
33	OC1(c2ccccc2)c2ccccc2-c2ncccc21 (configuration not stated)	23	-18	95	2	1.7	-6	103	2	0.4
34	C#CCOCCOCCOCCNc1nc(N2CCN(C(=O)[C@H](Cc3cc4ccccc4[nH]3)n3cc([C@@H](N)Cc4ccc(O)cc4)nn3)CC2)nc(N2CCN(C(=O)[C@H](Cc3cc4ccccc4[nH]3)n3cc([C@@H](N)CC(C)C)nn3)CC2)n1	31	·	201*	54*	·	·	98	9	·
35	COc1ccc(C2CC(=O)N3CN(c4ccc(C)c(Cl)c4)CSC3=C2C#N)cc1OC (configuration not stated)	81*	8	108	8	-0.4	·	105	19	-0.7
36	COCc1cnc(C)nc1N	-29	-1	·	·	0.6	-3	·	-10	0.5
37	O=C(Nc1c(F)cc(F)cc1Br)c1cc(S(=O)(=O)N2CCN(c3ccccn3)CC2)ccc1F	32	2	93	-16	3.4	-7	100	-14	1.1
38	O=C(NN=C1CCN(Cc2ccccc2)CC1)c1cccc(S(=O)(=O)Nc2ccccc2Cl)c1	-15	0	107	-1	1.4	6	103	0	-0.3
39	CCOc1ccc(C(=O)Cc2ccc3oc(C(=O)O)cc3c2)c(O)c1	11	2	116	9	1.4	-1	105	35	1.4
40	Cn1c(SCC(=O)NC2CCCCC2)nnc1-c1ccncc1	39	8	100	-4	0.6	-10	102	9	0.4
41	S=c1[nH]nc(-c2ccco2)n1/N=C/c1c(Cl)cccc1Cl	-148	-7	102	-4	-0.3	-2	101	·	-0.2
42	O=C(CCN1C(=O)/C(=C/c2ccccc2Cl)SC1=S)NN1CCOCC1	32	-2	100	-2	4.4	1	98	20	1.1
43	Nc1ccc(CCS(N)(=O)=O)cc1	-1	-3	103	4	-0.1	-1	100	9	-0.5
44	C=CCOc1ccccc1CNc1cccc(F)c1	3	-4	98	1	-1.2	-1	98	28	-2.8
45	CCOC(=O)/C(C#N)=C\C1=C(N2CCOCC2)CC(C)(C)OC1	28	-2	113	2	0.4	-5	124	-20	0.3
46	Cc1cccc(C)c1NC(=O)CN(C)C(=O)c1ccc(COc2ccccc2)cc1	23	-4	102	-3	1.1	2	102	3	0.9
47	COC(=O)c1ccc(S(=O)(=O)N2CCC(O)CC2)n1C	17	0	105	1	1.2	-2	103	·	-0.5
48	C/C(=N\Nc1nc(C)cc(-c2ccccc2)n1)c1ccc(C)o1	-99	0	114	8	-0.8	-7	106	21	-2.0
49	C#CCOCCOCCOCCNc1nc(N2CCN(C(=O)Cn3cc(CCCN=C(N)N)nn3)CC2)nc(N2CCN(C(=O)[C@H]([C@@H](C)CC)n3cc(CCCN=C(N)N)nn3)CC2)n1	-14	0	106	-2	·	·	98	17	·
50	COc1ccc(NC(=O)c2ccc(NS(=O)(=O)c3c(C)noc3C)cc2)cc1OC	18	-12	105	8	0.2	-3	107	-1	-0.6
51	O=C(CSCc1ccccc1F)NCc1ccc(F)cc1	-13	4	89	-11	-0.5	-2	89	15	-2.2
52	CC1CCCC(C)N1NC(=O)Cc1ccccc1 (configuration not stated)	27	-6	95	-5	0.5	-5	97	3	-0.5
53	CC(=O)NC(CC(=O)NC1CCCCCC1)c1ccccc1 (configuration not stated)	-17	-16	105	-1	0.3	-4	102	31	-0.5
54	COc1ccc2[nH]cc(CCNC(=O)Cc3ccc(Br)cc3)c2c1	34	4	109	4	-0.7	-11	108	5	1.5
55	NC(=O)c1nc(-c2ccco2)nc2c1[nH]c(=O)n2-c1ccc(Cl)c(Cl)c1	27	-5	100	-6	0.4	-7	101	·	0.5
56	CC(=O)c1cccc(CN2CCN(CCc3ccccc3)C(CCO)C2)c1 (configuration not stated)	27	6	105	0	-0.3	5	100	14	0.8
57	Cc1cc(C)c(C#N)c(N2CCN(c3ccccc3F)CC2)n1	40	-15	105	7	-0.6	-3	101	14	-2.6
58	CN(C)S(=O)(=O)c1cc(NC(=O)CN2CCN(c3ccc(O)cc3)CC2)ccc1Cl	20	-7	104	-1	2.8	-6	109	-1	1.6
59	Cc1cc(C)c(S(=O)(=O)c2cccc(C(F)(F)F)c2)c(=O)[nH]1	28	-5	106	6	-0.1	-10	105	24	0.6
60	Cc1onc(-c2ccccc2)c1C(=O)Nc1c(C)n(C)n(-c2ccccc2)c1=O	17	10	93	0	-0.7	0	98	10	-1.0

# (listing goes on)
no.	mol	PHOSPHO1 block	GPR7 antag	MEKK2 WT-MEK5	MEKK2mut PB1 HTS	V1R ag counter	GalR3 antag	MEKK3 PB1 HTS	NALP1 inh	OXTR ag
61	CCn1nnc(-c2ccccc2NC(=O)c2ccc(-n3cnnn3)cc2)n1	24	4	104	2	1.2	-3	101	-20	1.8
62	Cc1c(Cl)cccc1Nc1nc(N)nc(CN2CCCCCC2)n1	6	3	105	5	0.6	-1	106	20	0.6
63	S=C(Nc1ccc(Cl)c(Cl)c1)NN1CCOCC1	-16	0	120	34	1.4	-3	107	21	2.2
64	COc1ccc(-n2ccnc2CN2CCN(C3CCCC3)C(CCO)C2)cc1 (configuration not stated)	27	0	83	-11	-0.6	-6	90	2	0.4
65	COc1cccc(/C=C/C(=C2/C(=O)N(c3ccccc3)N=C2C)c2ccccc2)c1OC	11	-5	86	-5	3.3	-3	91	26	0.2
66	O=C(CSc1ncnc2scc(-c3ccccc3)c12)NCc1ccc2c(c1)OCO2	-9	-1	112	0	-0.6	-1	115	30	-1.3
67	O=C(COC(=O)[C@@H]1CC(O)CN1S(=O)(=O)c1ccc2c(c1)OCCO2)NCc1ccc(F)cc1 (some centres not stated)	12	-16	96	5	-1.2	2	103	2	0.4
68	O=C(/C=C/c1ccco1)Nc1cccnc1	1	-15	102	-2	-0.3	-8	101	14	-0.5
69	COCCNC(=O)C(c1ccncc1)N(C(=O)Cn1nnc2ccccc21)c1ccc(OC)cc1 (configuration not stated)	-8	-9	108	4	0.0	-1	105	-4	-0.5
70	O=C(CCC(=O)N(CC(=O)NC1CCCCC1)Cc1ccccc1)Nc1nccs1	40	-10	103	2	0.1	-10	105	7	0.6
71	COC(=O)c1cccc(NC(=O)CN2CCOCC2)c1	-12	-17	90	-6	1.9	-6	90	-8	0.6
72	COc1ccc(-n2ccnc2SCC(=O)Nc2ccc(OC)cc2OC)cc1	-40	-4	106	13	1.6	0	100	14	0.4

# PHOSPHO1 block: what is marked active above
cpd	structure	PHOSPHO1 block	GPR7 antag	MEKK2 WT-MEK5	MEKK2mut PB1 HTS	GalR3 antag	MEKK3 PB1 HTS	NALP1 inh
35	COc1ccc(C2CC(=O)N3CN(c4ccc(C)c(Cl)c4)CSC3=C2C#N)cc1OC (configuration not stated)	81*	8	108	8	·	105	19
